# Bioassay records from PubChem.
# TRHR ag: activates the human TRH receptor; 360,000 compounds, 0.18% hits; activation, % at 2 µM; AID 493084; TRHR cells, calcium flux fluo-8, FDSS agonist mode; P34981; also: 0% is about no effect
# Target sequence (P34981 whole entry, looked up): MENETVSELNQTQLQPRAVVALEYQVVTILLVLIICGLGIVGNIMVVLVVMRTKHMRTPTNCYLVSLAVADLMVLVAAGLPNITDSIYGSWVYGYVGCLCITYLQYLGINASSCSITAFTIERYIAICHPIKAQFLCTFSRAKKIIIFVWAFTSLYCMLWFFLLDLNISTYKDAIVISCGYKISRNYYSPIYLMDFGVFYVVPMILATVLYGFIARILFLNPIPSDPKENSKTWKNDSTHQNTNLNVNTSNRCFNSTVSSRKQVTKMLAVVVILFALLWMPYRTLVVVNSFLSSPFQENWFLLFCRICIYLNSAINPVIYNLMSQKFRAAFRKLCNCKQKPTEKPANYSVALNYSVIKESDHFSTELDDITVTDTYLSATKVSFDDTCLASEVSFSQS
#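 Fluo-8-loaded TRHR cells; 10 s baseline, compound added, kinetic Ca2+ fluorescence read 1/s, agonist mode.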
# D2 PAM: D2 dopamine receptor (human) potentiation. 340,000 compounds, 0.34% hits. potentiation, % at 10 µM. AID 485347. HEK293 T-REx D2, calcium flux, EC20 dopamine potentiation. P14416;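 active = potentiation over 3 SD above the plate norm, cut at about 30% in these data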; also: 0% is about no effect
# Target sequence (P14416 whole entry, looked up): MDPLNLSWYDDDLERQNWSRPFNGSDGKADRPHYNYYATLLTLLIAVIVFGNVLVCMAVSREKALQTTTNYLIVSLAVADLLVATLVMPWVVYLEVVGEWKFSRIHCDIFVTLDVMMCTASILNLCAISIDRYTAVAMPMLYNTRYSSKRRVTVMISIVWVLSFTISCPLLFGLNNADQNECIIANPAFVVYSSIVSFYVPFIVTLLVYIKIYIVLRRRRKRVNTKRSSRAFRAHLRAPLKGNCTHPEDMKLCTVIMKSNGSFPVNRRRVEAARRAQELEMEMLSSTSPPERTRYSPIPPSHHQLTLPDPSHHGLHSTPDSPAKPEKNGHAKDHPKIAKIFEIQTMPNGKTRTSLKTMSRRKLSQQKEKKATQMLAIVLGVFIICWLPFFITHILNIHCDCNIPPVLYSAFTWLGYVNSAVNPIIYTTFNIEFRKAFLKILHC
#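 Cells plated with tetracycline inducer and held overnight at 30 C; calcium dye loaded 30–90 min at room temperature; baseline taken, compound added and read 180 s; EC20 dopamine then added and read 180 s.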
# D2 agonist: agonists of human D2 dopamine receptor | P14416 | AID 485358 | 340,000 compounds, 0.53% hits | HEK293 T-REx D2 cells, calcium flux agonist mode | activation, % at 2 µM;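 active = activation over 3 SD above normal in the single-dose calcium agonist read, cut at about 30% in these data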; also: 0% is about no effect
#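 Agonism scored from kinetic calcium signal (1 read/sec, 180 s) following compound pin transfer, after a 10 s baseline. Cells: HEK293 Trex line expressing inducible D2 receptor coupled to calcium, dye-loaded after overnight culture at 30 C.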
# D2 antagonist: antagonizes the human D2 dopamine receptor; HEK293 TREx D2 cells, calcium flux, dopamine EC80; inhibition, % at 10 µM; 340,000 compounds, 2% hits; AID 485344; in the data active = inhibition above about 30%; also: 0% is about no effect
#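 Tetracycline-induced HEK293 T-REx cells expressing D2 force-coupled to calcium signalling were dye-loaded, exposed to compound for 180 s, then challenged with an EC80 of dopamine; calcium flux was followed kinetically for a further 180 s.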
# D1 antagonist: blocks dopamine activation of the human D1 receptor | HEK293 TREx D1 cells, calcium flux, dopamine EC80; stronger effect = lower value | AID 504652 | P21728 | activity change, negative = inhibition, % at 10 µM | 360,000 compounds, 3.2% hits; in the data active = activity change below about -30%; also: % is scaled to controls: 0 for no effect and ±100 for the full control effect
#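 Inducible Hek293 Trex D1 cells (tetracycline, overnight, 30 C). Calcium dye 30–90 min RT. Antagonist mode: EC80 dopamine added after 180 s compound read.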
# D1 PAM: potentiators of human D1 dopamine receptor | potentiation, % at 10 µM | 360,000 compounds, 0.036% hits | HEK293 TREx D1 cells, calcium flux, dopamine EC20 potentiation; in the data active = potentiation above about 30%; also: 0% is about no effect
# D1 agonist: activates the human D1 dopamine receptor | P21728 | HEK293 T-REx D1 cells, calcium flux, agonist mode | activation, % at 2 µM | 360,000 compounds, 1% hits | AID 504660; also: 0% is about no effect
#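 Inducible HEK293 T-REx D1 cells, force-coupled to calcium signalling, were plated at 4000 cells/well with tetracycline and held overnight at 30 C. After no-wash calcium dye loading, compound-evoked calcium rise over 180 s flagged agonists.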
# TRHR PAM: allosteric enhancers of human TRH receptor | P34981 | TRHR cells, fluo-8 calcium fluorescence, EC20 TRH enhancement | enhancement, % at 2 µM | 360,000 compounds, 0.66% hits | AID 493056; in the data active = enhancement above about 30%; also: 0% is about no effect
#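 Enhancer read-out: after compound pinning and an initial kinetic agonist-mode read, an EC20 of TRH (10 nM final) was injected and fluo-8 calcium signal (Ex 480/Em 530) followed at 1 s/cycle for 100 cycles in TRHR-expressing cells.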
# RXFP1 antag: blocks the human relaxin receptor RXFP1. Q9HBX9. HEK293-RXFP1, relaxin-stimulated cAMP HTRF, 30 min; stronger effect = lower value. activity change, negative = inhibition, % at 57.5 µM. 350,000 compounds, 0.59% hits. AID 1259400;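 active = activity change of -60% or lower, but not beyond a set lower limit; inconclusive = change between -60% and -40%, or beyond the set limit; inactive = change above -40%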; also: % is scaled to controls: 0 for no effect and ±100 for the full control effect
# Numbers without * were called inactive; u = inconclusive; x = not tested or not shown. Rule as the data show it, unless noted: active = activation above about 30%; inactive = the rest.
SMILES,TRHR ag,D2 PAM,D2 agonist,D2 antagonist,D1 antagonist,D1 PAM,D1 agonist,TRHR PAM,RXFP1 antag
O=C(CN(Cc1cccs1)C(=O)CNS(=O)(=O)c1ccc(Cl)cc1)NCC1CCCO1 (centres undefined),-0.5,3,0.1,-4,9,-4,1,-3,-2
COc1cn(-c2ccccc2)nc1C(=O)NCc1ccccc1,-0.7,-3,-0.5,-7,3,-4,2,5,-20
Cc1ccc2c(c1)c1c(n2CC(O)Cn2nc(C)c(Br)c2C)CCCC1 (centres undefined),-1.6,3,-0.1,6,23,10,4,11,-25
Cc1cc(N/C=C\C(=O)c2ccc(Cl)c(Cl)c2)no1,0.5,-4,0.6,-1,-2,0,6,2,-2
COc1ccc(CCNC(=O)COc2ccc(N(C)S(=O)(=O)c3ccc(C)cc3)cc2)cc1,-0.5,-10,-0.4,8,-31*,2,16,-6,0
CCCCSc1nnc(-c2ccc(C)cc2)n1C,-0.1,x,x,x,-9,-3,0,-3,-15
CCc1c(C)nc(N)n2c(SCC(=O)N3CCCC(C)C3)nnc12 (centres undefined),-0.4,-3,-0.9,6,4,-1,1,1,5
CC(C)C(=O)OCc1cn(-c2ccc(Cl)c(Cl)c2)nn1,-0.2,0,0.3,-10,-6,-3,4,-5,-7
Nc1nc(SCc2ccc(Cl)cc2)[nH]c(=O)c1-c1ccccc1,0.9,0,0.2,5,-7,-6,3,-3,5
CCCCCNC(=O)CCCCn1c(=O)[nH]c2cc(OCC)c(OCC)cc2c1=O,0.0,-6,-0.6,3,-14,-8,1,4,-4

# Brought forward from above: 2 entries, followed by the next part.
SMILES,TRHR ag,D2 PAM,D2 agonist,D2 antagonist,D1 antagonist,D1 PAM,D1 agonist,TRHR PAM,RXFP1 antag
Nc1nc(SCc2ccc(Cl)cc2)[nH]c(=O)c1-c1ccccc1,0.9,0,0.2,5,-7,-6,3,-3,5
CCCCCNC(=O)CCCCn1c(=O)[nH]c2cc(OCC)c(OCC)cc2c1=O,0.0,-6,-0.6,3,-14,-8,1,4,-4
CC(C)(C)OC(=O)N1CCN(C(=O)c2cccnc2Cl)CC1,1.5,7,1.3,-3,0,3,5,3,1
O=C(Cc1ccc(Cl)cc1)NC1CC1,-0.2,-4,-0.5,-21,3,8,-1,3,1
CC(C)=CCCC(C)CN1CCC(n2nccc2NC(=O)c2cccnc2)CC1 (centres undefined),0.4,-19,-0.1,13,34,-2,4,-4,-14
Cc1ccc(-c2csc(NC(=O)C3=NN(C4CCS(=O)(=O)C4)C(=O)CC3)n2)cc1 (centres undefined),0.7,-8,2.2,-2,-1,-1,0,-5,-11
O=C(/C=C\c1ccco1)Nc1ccc(N2CCN(C(=O)c3ccccc3)CC2)cc1,-1.1,12,-0.9,-1,4,3,3,0,5
CCN1CCCC1CNS(=O)(=O)c1ccc(Cl)c(C(F)(F)F)c1 (centres undefined),0.9,-3,0.7,-22,9,-7,4,-6,-12
Nc1nc(CCOc2ccc(F)cc2)cs1,-0.1,11,0.3,2,-18,-2,6,-1,10
Cc1ccccc1NC(=O)CSc1nnc(NC(=O)C2CC2)s1,0.0,7,-1.3,3,4,-4,0,11,16
Cc1ccc(C(=O)NCCNS(=O)(=O)c2ccccc2[N+](=O)[O-])cc1,0.0,-2,0.2,14,15,1,0,-4,6
COc1ccc(-c2n[nH]c(=S)n2-c2cc(OC)ccc2OC)cc1,0.3,x,x,x,-5,2,3,3,-20

# One compound at a time, as listed above. Order of values: TRHR ag, D2 PAM, D2 agonist, D2 antagonist, D1 antagonist, D1 PAM, D1 agonist, TRHR PAM, RXFP1 antag
# Cc1ccc(C(=O)NCCNS(=O)(=O)c2ccccc2[N+](=O)[O-])cc1 as listed: 0.0, -2, 0.2, 14, 15, 1, 0, -4, 6
# COc1ccc(-c2n[nH]c(=S)n2-c2cc(OC)ccc2OC)cc1 as listed: 0.3, x, x, x, -5, 2, 3, 3, -20
# Nc1nc(CCOc2ccc(F)cc2)cs1 as listed: -0.1, 11, 0.3, 2, -18, -2, 6, -1, 10
# Cc1ccccc1NC(=O)CSc1nnc(NC(=O)C2CC2)s1 as listed: 0.0, 7, -1.3, 3, 4, -4, 0, 11, 16
# O=C(/C=C\c1ccco1)Nc1ccc(N2CCN(C(=O)c3ccccc3)CC2)cc1 as listed: -1.1, 12, -0.9, -1, 4, 3, 3, 0, 5

# (cont.)
SMILES,TRHR ag,D2 PAM,D2 agonist,D2 antagonist,D1 antagonist,D1 PAM,D1 agonist,TRHR PAM,RXFP1 antag
CC(C)C(=O)Nc1ccc2c(c1)oc1ccccc12,0.4,13,-1.2,2,-8,-3,2,3,-5
CCC(CC)NC(=O)c1cccc(NC(=O)C(C)C)c1,0.5,3,0.3,9,-28,-3,4,22,-12
CN(C)C(=O)CSc1cccc2cccnc12,-0.1,6,0.8,1,-1,9,0,3,-11
C/C(=N\NC(=O)Cn1c(C)nc2ccccc21)c1cccs1,-0.2,3,0.3,1,-24,-5,8,3,-11
COc1ccc(Cl)cc1C(=O)NNC(=O)c1n[nH]c2ccccc12,-0.9,-9,0.2,7,-17,-4,1,2,-5
Cc1cc(OCC(=O)OCC(=O)N(C)c2c(N)n(Cc3ccccc3)c(=O)[nH]c2=O)ccc1Cl,-0.3,11,-0.7,7,-21,-4,-2,3,-9
O=C(O)c1ccc2c(c1)ncn2C1CCCCC1,0.4,-1,-0.9,-8,0,3,0,3,2
COC(=O)c1cscc1S(=O)(=O)Cc1ccccc1,-0.3,-8,0.1,3,-8,-9,1,-4,0
Cc1cccc(NC(=O)CNC(=O)CCNC(=O)c2ccc(C(C)(C)C)cc2)c1C,-0.6,x,x,x,-7,-1,4,3,-7
Fc1ccc(NC(=S)NC2CCN(Cc3ccccc3)CC2)cc1,1.8,x,x,x,-7,-6,20,3,-6
O=c1[nH]c(/C=C\c2cccs2)nc(O)c1[N+](=O)[O-],0.0,5,-0.2,2,-3,4,4,3,-12
CC1CCN(CC(=O)Nc2nccs2)CC1,0.6,8,0.3,-7,-2,-3,1,6,6
Cn1c(CCN2CCCCCC2)nc2cc(NC(=O)Nc3ccccc3)ccc21,-0.3,-1,1.6,1,-14,1,-1,10,5
Clc1ccc(COn2c(-c3ccccc3)nc3ccccc32)cc1,0.6,3,-0.6,-9,0,-1,5,4,-33
O=C(Nc1ccccc1)C1C(c2ccccc2)C1(Cl)Cl (centres undefined),0.3,14,-2.0,4,15,-5,-2,10,-39
O=C(N/N=C/c1cccc([N+](=O)[O-])c1)c1cc(-c2ccccc2)nc2ccccc12,0.2,7,1.2,-16,3,-6,2,-5,11
O=C(O)CCC/C=C\C[C@@H]1[C@@H](/C=C/[C@@H](O)COc2cccc(Cl)c2)[C@H](O)C[C@@H]1O,0.2,2,1.5,-7,18,-1,3,1,x
CCOC(=O)c1c(C)n(-c2ccccc2)c2ccc(OC(=O)COc3ccc(Cl)cc3)cc12,0.9,-3,1.6,x,5,1,1,-10,-2
CC(=O)N(Cc1ccc(F)cc1)C1=C(NCc2ccccc2)C(=O)c2ccccc2C1=O,-0.5,-2,-0.2,1,-14,-4,-1,-4,-1
COc1ccc(NC(=O)N2CCc3ccccc3C2)cc1OC,-0.2,-12,-0.3,-20,-12,0,3,5,1
CCCNC(=O)COC(=O)c1ccc(OCC(=O)Nc2ccccc2OC)c(OC)c1,-0.7,-4,0.3,-2,-20,0,0,3,-5
COc1ccccc1N1CCN(S(=O)(=O)c2ccc3c(c2)NC(=O)C(C)C(=O)N3)CC1 (centres undefined),0.5,-4,-0.6,9,6,-10,3,-8,-3
Cc1ccc2c(=O)cc(C(=O)NCc3ccccc3)oc2c1C,-0.9,-7,-0.9,-7,-2,0,0,-10,12
COc1cccc(CNc2nnnn2C)c1,-1.1,10,2.8,16,-9,-2,8,11,18
CCN(CC)c1nc2ccccc2[nH]1,1.6,-5,1.3,2,19,1,2,-1,6
CCOc1ccc(-n2c(SCC(N)=O)nc3c(c2=O)SCC3)cc1,0.6,15,-0.1,26,3,-2,2,-6,-2
COc1ccc(S(=O)(=O)NCc2cccnc2)cc1NC(=O)c1ccc(C)cc1,-0.3,-8,-0.4,18,-15,5,7,-1,3
ClC(=C\c1ccccc1)/C=N/N1CCN(c2ccccn2)CC1,-0.1,-7,0.1,11,-13,-6,2,-6,x
COCCN(C(=O)CSc1ncn[nH]1)c1c(N)n(Cc2ccccc2)c(=O)[nH]c1=O,-0.2,12,-0.5,-8,-7,-2,4,4,9
CCc1ccc(NC(=O)c2sc3ncnc(N(C)C4CCCCC4)c3c2C)cc1,1.0,7,0.6,x,-7,-3,6,0,0
COc1ccccc1CNC(=O)Cn1c(=O)ccc2cc(S(=O)(=O)N3CCC(C)CC3)ccc21,-0.5,-6,0.8,x,-8,-1,3,-1,x
COc1ccc(-c2nc3c(c(SC)n2)Cc2c(CO)cnc(C)c2O3)cc1,-1.3,2,0.3,x,-6,2,2,9,5
COc1ccc(C)cc1NC(=O)CNC(=O)Cn1ccc2ccccc2c1=O,-0.3,-1,0.1,-3,-3,-1,-1,0,10
COc1ccc(OC)c(C(=O)CC2OC(=O)c3ccccc32)c1 (centres undefined),0.1,-8,0.9,-19,-7,-9,0,10,-9
CC(Oc1ccccc1F)c1nnc(SCC(=O)Nc2ccc(N3CCOCC3)cc2)o1 (centres undefined),0.3,2,0.0,-19,-8,-10,2,6,1
O=c1c2ccccc2nnn1CSc1nnc2sc3ccccc3n12,0.2,1,-0.3,2,-11,-2,4,-3,x
CCC(NC(=O)Cc1c(C)c2c(cc(C)c3c(C)c(C)oc32)oc1=O)C(=O)O (centres undefined),0.4,0,4.1,-9,-11,3,1,3,5
CN1C(=O)NC(c2ccc(O)cc2)C2=C1CN(c1ccc(O)cc1)C2=O (centres undefined),-0.7,1,0.2,-17,-11,-7,-3,-5,-2
O=C(CCn1nc(-c2ccc(F)cc2)ccc1=O)NCc1ccccc1,-0.3,13,-0.6,14,5,-2,2,14,-2
CN(CC(=O)Nc1cccnc1)S(=O)(=O)c1ccccc1,0.4,-12,-0.1,-1,x,-4,-2,15,1
O=S(=O)(NCc1cccs1)c1ccc(Br)cc1,0.1,-9,-1.7,-6,-33*,-3,4,4,-4
COc1ccc(CN2CCN(C(=O)CC(C)C)CC2)cc1OC,-0.6,4,0.4,6,-21,-4,5,-5,7
O=C(COc1ccc2c3c(c(=O)oc2c1)CCCC3)N1C[C@H]2C[C@@H](C1)c1cccc(=O)n1C2,0.3,5,-0.2,8,2,0,1,7,x
COc1ccccc1S(=O)(=O)Cc1ccc(C(=O)N2CCN(c3cccc(Cl)c3)CC2)o1,-0.2,1,-1.5,-1,-27,-5,8,-1,u
CSCCC(NS(=O)(=O)c1ccc2c(c1)oc(=O)n2C)C(=O)Nc1ccc(Cl)cc1 (centres undefined),0.2,-20,x,x,-8,-2,-2,3,x
COc1cc(OC)c(C(=O)NCC2CCCO2)cc1OC (centres undefined),-0.2,7,0.6,-4,1,6,5,4,-14
COCCn1c(SCc2nc3cc(OC)c(OC)cc3c(=O)[nH]2)nnc1-c1ccncc1,-0.1,7,-0.4,0,-2,-1,2,6,-15
